M4 ag – human M4 muscarinic receptor agonists, primary screen, CHO-K1 cells, Fluo-8 calcium fluorescence. activation, % at 3 µM. CHO-K1 hM4/Gqi5; vehicle 0%, full acetylcholine response 100%. actives 0.14% (n = 360,000);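 active = activation above the run mean over all test wells plus 3 SD, cut at about 32% in these data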;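 also: peak over basal fluorescence ratio per well then scaled between controls; 0% = DMSO wells and 100% = acetylcholine at EC100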
Target sequence (P08173 whole entry, looked up): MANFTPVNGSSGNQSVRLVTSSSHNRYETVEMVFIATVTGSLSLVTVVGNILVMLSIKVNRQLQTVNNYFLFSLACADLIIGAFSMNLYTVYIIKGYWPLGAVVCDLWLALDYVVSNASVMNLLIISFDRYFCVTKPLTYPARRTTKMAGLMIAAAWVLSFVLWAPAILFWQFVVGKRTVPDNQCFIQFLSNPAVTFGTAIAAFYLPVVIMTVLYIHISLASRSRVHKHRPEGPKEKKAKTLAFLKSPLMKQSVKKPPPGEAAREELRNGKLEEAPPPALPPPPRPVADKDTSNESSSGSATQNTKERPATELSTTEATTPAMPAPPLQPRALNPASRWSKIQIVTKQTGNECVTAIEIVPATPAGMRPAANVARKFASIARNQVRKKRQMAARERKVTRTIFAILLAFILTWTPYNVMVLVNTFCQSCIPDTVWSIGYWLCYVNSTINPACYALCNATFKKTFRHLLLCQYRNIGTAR
CRFBP-R2 agonist – agonists of CRF-BP/CRF-R2 complex, primary screen, cell-based, HEK293, calcium dye fluorescence, uHTS; CRF-binding protein / CRF receptor 2 complex (human); calcium dye fluorescence (FLIPR); percent of saturating CRF peptide response; activation, % at 13.2 µM; actives 0.46% (n = 350,000); AID 588473, 2011;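 active = activation of at least 50%, plus an integration ratio under a set limit after plate pattern correction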;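 also: plate controls were neutral control wells without compound for no effect and CRF at EC100 for full effect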
CHRM4 antagonist – human M4 muscarinic receptor antagonists, primary screen, CHO cells, Fluo-8 calcium fluorescence. Muscarinic acetylcholine receptor M4 (Homo sapiens), P08173. CHO-hM4 cells, ACh EC80. inhibition, % at 3 µM. actives 0.73% (n = 360,000);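 active = inhibition above its plate's cutoff, the mean inhibition of sample wells plus 3 SD, cut at about 27% in these data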;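 also: 0% = acetylcholine EC80 with DMSO and 100% = DMSO without agonist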
M4 PAM – human M4 muscarinic receptor positive allosteric modulators, primary screen, CHO-K1 cells, Fluo-8 calcium fluorescence; actives 0.4% (n = 360,000); AID 624126, 2012; Muscarinic acetylcholine receptor M4 (Homo sapiens), P08173; activation, % at 3 µM; CHO-K1 hM4/Gqi5, ACh EC20; 0% = ACh EC20, 100% = maximal ACh;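 active = activation above its plate's cutoff, the mean activation of sample wells plus 3 SD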; also: some results filed as inactive read as strong as hits
CHRM5 agonist – human M5 muscarinic receptor agonists, primary screen, CHO-K1 cells, Fluo-8 calcium fluorescence. actives 0.19% (n = 360,000). activation, % at 3 µM. CHO-K1 hM5 cells; 0% DMSO wells, 100% maximal acetylcholine response. AID 624037, 2012;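 active = activation above the run's mean over test compounds plus 3 SD, cut at about 23% in these data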;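 also: signal is peak over basal fluorescence ratio across the kinetic read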
Target sequence (P08912 whole entry, looked up): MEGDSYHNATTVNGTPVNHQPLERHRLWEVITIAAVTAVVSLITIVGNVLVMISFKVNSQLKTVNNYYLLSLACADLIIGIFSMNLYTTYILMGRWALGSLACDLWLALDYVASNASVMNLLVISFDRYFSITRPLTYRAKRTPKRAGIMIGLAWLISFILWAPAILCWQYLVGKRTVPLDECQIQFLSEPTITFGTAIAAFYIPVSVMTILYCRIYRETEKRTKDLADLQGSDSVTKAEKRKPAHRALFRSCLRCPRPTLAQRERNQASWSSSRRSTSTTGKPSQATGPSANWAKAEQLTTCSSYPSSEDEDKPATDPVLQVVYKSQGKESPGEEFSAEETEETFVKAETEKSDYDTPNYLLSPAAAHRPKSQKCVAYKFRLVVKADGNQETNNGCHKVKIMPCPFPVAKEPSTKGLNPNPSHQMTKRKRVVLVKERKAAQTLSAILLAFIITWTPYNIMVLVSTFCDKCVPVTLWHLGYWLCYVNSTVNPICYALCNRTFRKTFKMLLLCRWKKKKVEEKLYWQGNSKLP
CHRM5 antagonist – human M5 muscarinic receptor antagonists, primary screen, CHO cells, Fluo-8 calcium fluorescence. CHO-hM5 cells, ACh EC80. inhibition, % at 3 µM. actives 0.59% (n = 360,000). Muscarinic acetylcholine receptor M5 (Homo sapiens), P08912;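 active = inhibition above a per-plate cutoff, the mean of that plate's test compounds plus 3 SD, cut at about 27% in these data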;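 also: 0% = acetylcholine EC80 with DMSO and 100% = DMSO without agonist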
M1 PAM – human M1 muscarinic receptor positive allosteric modulators, primary screen, CHO-K1 cells, Fluo-8 calcium fluorescence, 1536-well. Muscarinic acetylcholine receptor M1 (Homo sapiens), P11229. CHO-K1 hM1, ACh EC20; 0% = ACh EC20, 100% = maximal ACh. activation, % at 3 µM. actives 0.088% (n = 360,000); in the data active = activation above about 19%, passing the limit was not always enough
M1 antag – human M1 muscarinic receptor antagonists, primary screen, CHO-K1 cells, Fluo-8 calcium fluorescence, 1536-well; actives 1.3% (n = 360,000); inhibition, % at 3 µM; CHO-K1 hM1, ACh EC80 antagonist; AID 588852, 2011;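 active = percent inhibition above its own plate's cutoff, namely the mean of that plate's compound wells plus 3 SD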;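 also: peak over basal fluorescence ratio during 140 s after agonist addition; 0% = ACh EC80 plus DMSO and 100% = DMSO alone without agonist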
M5 PAM – human M5 muscarinic receptor positive allosteric modulators, primary screen, CHO-K1 cells, Fluo-8 calcium fluorescence. Muscarinic acetylcholine receptor M5 (Homo sapiens), P08912. CHO-K1 hM5, ACh EC20 PAM; 0% = ACh EC20, 100% = ACh EC100. activation, % at 3 µM. actives 0.3% (n = 360,000);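 active = activation above the run cutoff, the mean activation of all test compounds plus 3 SD, cut at about 18% in these data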
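Probe or stimulus: acetylcholine, EC20 level; Assay system: human M5 receptor in CHO-K1 cells; Schedule: compound preincubation 140 s before EC20 acetylcholine addition; Technique: intracellular calcium via Fluo-8 fluorescence; Dosing: single-point, 3 µM nominal; Read-out basis: percent activation from peak-over-basal fluorescence ratio, scaled EC20-to-EC100 acetylcholine; Repeats: one well per compound, no replicates.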
Starred values were filed as active, the others as inactive; · = not tested or not shown.

SMILES | M4 ag | CRFBP-R2 agonist | CHRM4 antagonist | M4 PAM | CHRM5 agonist | CHRM5 antagonist | M1 PAM | M1 antag | M5 PAM
CC(C)(C)c1ccc(C(=O)NNc2cc(N3CCCCC3)nc(N3CCCCC3)n2)cc1 | 2 | 0.4 | 5 | 2 | 13 | 15 | -5 | 12 | 9
Clc1ccc2c(c1)CNc1c(ncnc1N1CCOCC1)O2 | 6 | 0.0 | -2 | 5 | 1 | 3 | 3 | -1 | -8
CC(=O)OCC(=O)C1(O)CCC2C3CCC4=CC(=O)C=CC4(C)C3C(=O)CC21C (centres undefined) | 1 | 0.8 | 5 | -3 | 1 | 11 | -10 | 3 | 7
Cc1cc(NC(=O)C2C3C(=O)N(CC4CCCO4)C(C(=O)NCc4ccccc4)C34C=CC2(C)O4)no1 (centres undefined) | 0 | -1.5 | 7 | 1 | 1 | 0 | 2 | 1 | 4
Cc1c(C(=O)NCc2cccs2)oc2ccc(Br)cc12 | -2 | -1.4 | 4 | -3 | -1 | 0 | 1 | 4 | -4
CC(/C=C/c1ccco1)=N\NC(=O)c1cc(Cl)ccc1O | 5 | 0.7 | -5 | -5 | 3 | -7 | 5 | -7 | -6
CCN(CC(=O)Nc1ccc(Br)c(C)c1)CC(=O)NC(C)C | 4 | -2.1 | -8 | 5 | 2 | 4 | 3 | -4 | 5
COc1ccc2cc3c(N)nn(C(=O)c4ccccc4Cl)c3nc2c1 | 3 | -2.9 | -5 | -4 | 4 | 1 | 6 | -12 | 1
C/C(=N\Nc1ccc([N+](=O)[O-])cc1)c1ccc(-n2nncc2C)cc1 | 13 | 3.6 | -1 | -9 | -4 | 20 | -18 | 10 | -18
O=C(O)c1ccccc1C(=O)Nn1cnnc1 | 1 | 1.6 | -4 | 2 | -1 | 13 | 7 | -16 | -2
Cc1ccc(NC(=O)NC2CCN(S(=O)(=O)c3ccc(F)cc3)CC2)cc1 | 3 | -1.2 | 0 | -4 | -1 | 0 | -9 | 14 | -7
CC1=NN(C(N)=S)C(=O)C1N=Nc1ccc(Cl)cc1 (centres undefined) | 0 | -2.5 | 9 | -3 | -4 | 26 | 2 | 2 | -13
C=CCC1(CC=C)CCCN1C(=O)c1cc(COc2ccc(F)c(F)c2)on1 | 6 | 4.5 | 19 | -9 | -6 | 8 | -13 | 26 | -8
Cn1c(=O)c2c(ncn2CC(=O)Nc2cc(S(=O)(=O)N3CCCCC3)ccc2O)n(C)c1=O | 0 | -2.8 | 5 | 5 | 1 | 24 | 7 | -3 | -6
O=C(NC1CCCCCC1)C1CCCN(c2ncccn2)C1 (centres undefined) | 8 | -1.6 | -13 | 1 | -3 | 6 | 4 | -2 | -2
Cc1nc2c(C)cccn2c1C(=O)c1ccccc1 | 5 | -1.0 | 1 | 11 | -1 | -4 | 6 | -6 | 0
CC1CCN(S(=O)(=O)c2ccc(C(=O)N3CCN(c4ccccc4F)CC3)cc2)CC1 | 0 | 15 | 1 | -6 | 2 | 11 | 4 | -2 | -5
COC(CNC(=O)c1ccc2c(c1)ncn2-c1cccc(C)c1)OC | 2 | -1.4 | 7 | -5 | -4 | 9 | -1 | 3 | -4
COc1cc(/C=C/C(=O)c2ccc(O)cc2)ccc1OCC#N | 4 | -6.5 | -6 | -4 | 0 | 3 | 1 | 8 | -3
O=C(O)CC/C(=C\c1ccccc1[N+](=O)[O-])c1nc2ccccc2s1 | 0 | -0.5 | 2 | -4 | -4 | -1 | 3 | -6 | 7
Cc1onc(-c2ccccc2)c1C(=O)NCc1cccc(Cl)c1 | 1 | 0.3 | 11 | -15 | -6 | -6 | -2 | 4 | 4
Cc1nnc(SCc2cc([N+](=O)[O-])cc3c2OCOC3)[nH]c1=O | -1 | -4.9 | -3 | -4 | -3 | 10 | -3 | 1 | -7
COc1cccc(NC(=O)C2CCN(S(=O)(=O)c3ccc4c(c3)NC(=O)C(C)S4)CC2)c1 (centres undefined) | 17 | 1.1 | -9 | -10 | -2 | 9 | -4 | 10 | -6
Cc1cc(C)cc(NC(=O)CCn2cnc3cc(C)c(C)cc32)c1 | 0 | -0.4 | -1 | -5 | -5 | -9 | 2 | -8 | -5
COCCCNC(=O)C1CCC(CNS(=O)(=O)c2ccc(Cl)cc2)CC1 (centres undefined) | 0 | -2.2 | -1 | 3 | -2 | 2 | 2 | -1 | 10
Oc1ccc(/C=N/N(c2ccccc2)c2ccccc2)c(O)c1O | 2 | · | 5 | 0 | -3 | 8 | 9 | -7 | -4
Cc1ccc(NC(=O)Cn2cnc3c(oc4nc5c(cc43)COC(C)(C)C5)c2=O)cc1 | 0 | 0.5 | -8 | 10 | -3 | 2 | 7 | -5 | -2
CN(C)c1cc[n+](CC(=O)Nc2cc(C(F)(F)F)ccc2Cl)cc1 | 1 | 8.5 | 7 | -7 | -6 | -3 | 0 | -20 | -1
COc1cc(C(=O)Nc2scc(-c3ccccc3)c2C(=O)O)cc(OC)c1OC | 3 | -1.6 | 0 | 1 | -1 | 4 | 12 | -7 | 1
Nc1ccc2c(C(F)(F)F)cc(=O)oc2c1 | 1 | 24 | -1 | 7 | -5 | -1 | 4 | 0 | 0
Cc1ccc(COC(=O)CN2C(=O)NC3(CCCCC3C)C2=O)cc1 (centres undefined) | 4 | 0.9 | -28 | 11 | -3 | 1 | 2 | -3 | -11
Cc1ccn2c(=O)nc(SCC(=O)N3CCC(C)CC3)nc2c1 | 0 | 0.4 | 4 | -2 | 2 | 4 | -2 | -2 | -1
Cc1oc(=O)c(NC(=O)c2ccccc2)cc1C(C)O (centres undefined) | 0 | 0.9 | -3 | -2 | 0 | 7 | 6 | 0 | -5
COC(=O)CSc1snnc1-c1ccc(F)cc1 | -1 | -0.1 | 4 | 5 | -4 | -3 | 4 | -4 | 3
N#CC1=C(N)Oc2ccc3ccc(O)cc3c2C1c1cccnc1 (centres undefined) | -2 | -0.4 | 0 | 6 | 2 | -1 | -2 | 11 | 3
CSc1cccc(NC(=O)/C=C/c2ccc(Cl)cc2)c1 | 5 | 1.6 | 18 | -21 | -4 | 8 | -9 | 24 | -12
CNCc1cc2ccc(C)cc2[nH]c1=O | 1 | 0.7 | -9 | 7 | -1 | -7 | 4 | -7 | 2
CCOc1ccc(-c2c(C(=O)N/N=C/c3ccco3)nnn2-c2nonc2N)cc1 | 7 | -1.9 | -16 | 1 | 14 | 2 | -5 | 2 | -7
N/C(=N\c1nc2ccccc2o1)NC(=O)c1ccc([N+](=O)[O-])cc1 | 1 | -0.1 | 0 | -3 | -2 | 5 | 8 | -4 | 6
COc1ccccc1N1CCN(S(=O)(=O)c2cc(C)sc2C)CC1 | 1 | 0.1 | -11 | 11 | -2 | -3 | 9 | -16 | -3
COc1ccc(NC(=O)CCC(=O)N/N=C/c2cccnc2)cc1 | 1 | -0.6 | 2 | -2 | -3 | 16 | 9 | -17 | -9
Cc1ccc(OCCN(C)C(=O)C2CCC(=O)N(CC3CCCCC3)C2)cc1 (centres undefined) | 4 | -0.9 | 9 | -1 | 1 | -3 | 2 | -2 | 7
CCS(=O)(=O)c1nc2ccccc2n1Cc1ccccc1Cl | 0 | -2.8 | -10 | 0 | -5 | -3 | -3 | -5 | -5
CN1CCN(NC(=O)c2cn(-c3ccccc3)nc2-c2cccs2)CC1 | 0 | 0.7 | 8 | -5 | -3 | -7 | -3 | -1 | 6
O=C(N/C(=C\c1ccccc1)C(=O)N1CCN(CCO)CC1)c1ccccc1 | 1 | 4.3 | 6 | -6 | 1 | 5 | -8 | 5 | -2
CCc1noc(C)c1C(=O)N1CCN(S(=O)(=O)c2ccc(C)cc2)CC1 | 1 | -1.8 | -17 | 6 | -2 | -11 | -4 | 10 | 2
CC1CCC/C(=N\Nc2ccc(Cl)c(C(=O)O)c2)C1 (centres undefined) | 0 | -0.5 | 14 | -15 | 2 | 3 | 0 | -1 | -5
COc1ccc(C(=O)O/N=C(\N)c2ccc(Cl)cc2)cc1 | 1 | -1.4 | -1 | -4 | -2 | 5 | 3 | -12 | 0

For reference, 2 of the compounds above:
SMILES | M4 ag | CRFBP-R2 agonist | CHRM4 antagonist | M4 PAM | CHRM5 agonist | CHRM5 antagonist | M1 PAM | M1 antag | M5 PAM
CC(C)(C)c1ccc(C(=O)NNc2cc(N3CCCCC3)nc(N3CCCCC3)n2)cc1 | 2 | 0.4 | 5 | 2 | 13 | 15 | -5 | 12 | 9
Clc1ccc2c(c1)CNc1c(ncnc1N1CCOCC1)O2 | 6 | 0.0 | -2 | 5 | 1 | 3 | 3 | -1 | -8

More results:
SMILES | M4 ag | CRFBP-R2 agonist | CHRM4 antagonist | M4 PAM | CHRM5 agonist | CHRM5 antagonist | M1 PAM | M1 antag | M5 PAM
O=S(=O)(Nc1cc(S(=O)(=O)N2CCOCC2)ccc1Cl)c1ccccc1 | 1 | -1.8 | 7 | 2 | 6 | 12 | 4 | -2 | -10
O=C(CN1C(=O)c2ccccc2S1(=O)=O)c1ccccc1F | 2 | 2.8 | 4 | 1 | -4 | -8 | 10 | -9 | 5
CCn1c(SCC(=O)Nc2cc(C)ccc2C)nnc1-c1cnccn1 | 1 | -2.0 | 14 | 36* | 2 | -3 | 15 | 1 | 7
Cc1cc(=O)n(C(NC(=O)c2ccccc2)C(=O)c2ccccc2)cn1 (centres undefined) | -1 | 1.3 | -16 | 11 | 4 | -8 | 16 | 2 | 7
Cc1ccccc1NC(=O)Nc1c(C)n(C)n(-c2ccccc2)c1=O | 1 | 0.2 | 1 | -1 | -4 | 3 | 4 | -1 | -6
COc1ccc(Cl)cc1N(CC(=O)NCC(C)C)S(=O)(=O)c1ccc(C)c([N+](=O)[O-])c1 | 0 | 0.6 | 3 | 2 | -2 | 5 | -6 | 5 | 8
O=C(CSC1=NC(=O)C(c2ccccc2)C(=O)N1)Nc1ccccc1[N+](=O)[O-] (centres undefined) | 0 | -1.0 | -3 | -4 | 0 | -1 | 10 | -1 | 4
CCCC(=O)N1CC2(CCC)CN(C(=O)CCC)CC(CCC)(C1)C2=O | 0 | 4.3 | 1 | 10 | 0 | -6 | 9 | -8 | 7
O=C(NCCc1ccccc1)c1n[nH]c(=O)c2ccccc12 | 2 | 3.1 | 11 | -5 | 3 | 2 | 3 | -1 | 2
COc1ccc(C(=O)C2CCN(CC(=O)NCc3ccccc3)CC2)cc1 | 0 | 1.6 | 8 | -4 | -2 | 4 | 1 | 3 | -5
COCOc1cccc(CN2CCC2(C)C(=O)NCCNC(C)=O)c1 (centres undefined) | 0 | · | -17 | 1 | 0 | 4 | 7 | -18 | -3
O=C(c1cccc(C(F)(F)F)c1)N1CCC(O)(CS(=O)(=O)Cc2ccc(Cl)cc2)CC1 | 3 | 3.4 | 2 | -6 | 2 | 5 | -5 | 7 | -1
N#CC(C#N)=c1ccc2c(c1)N1C3=C(CCCC3)CC3CCCCC31N=2 (centres undefined) | 0 | -0.6 | 7 | -5 | 0 | 8 | 0 | 0 | 0

Bioassay records from PubChem BioAssay.

Compounds as they come. About 2.8% of those tested had a hit in this group.
